Screening data deposited in PubChem BioAssay by National Center for Advancing Translational Sciences (NCATS).
ALDH1A1 inh: inhibitors of human aldehyde dehydrogenase 1A1. P00352. Purified ALDH1A1, NADH fluorescence, propionaldehyde substrate. Potency, µM (highest dose often 75.3 µM), for the others: at the highest dose activity, negative = inhibition, hits mostly inhibitors. 220,000 tested, 7.3% active. AID 1030; active means well fitted inhibition curve with a large enough effect, not every such curve was filed as active; inconclusive means small, poorly fitted or top-dose-only effect, or another doubt; inactive means no such curve, though single readings can be large or run the other way;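 further: plate controls were no enzyme wells and a reference inhibitor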
Target sequence (P00352 whole entry, looked up): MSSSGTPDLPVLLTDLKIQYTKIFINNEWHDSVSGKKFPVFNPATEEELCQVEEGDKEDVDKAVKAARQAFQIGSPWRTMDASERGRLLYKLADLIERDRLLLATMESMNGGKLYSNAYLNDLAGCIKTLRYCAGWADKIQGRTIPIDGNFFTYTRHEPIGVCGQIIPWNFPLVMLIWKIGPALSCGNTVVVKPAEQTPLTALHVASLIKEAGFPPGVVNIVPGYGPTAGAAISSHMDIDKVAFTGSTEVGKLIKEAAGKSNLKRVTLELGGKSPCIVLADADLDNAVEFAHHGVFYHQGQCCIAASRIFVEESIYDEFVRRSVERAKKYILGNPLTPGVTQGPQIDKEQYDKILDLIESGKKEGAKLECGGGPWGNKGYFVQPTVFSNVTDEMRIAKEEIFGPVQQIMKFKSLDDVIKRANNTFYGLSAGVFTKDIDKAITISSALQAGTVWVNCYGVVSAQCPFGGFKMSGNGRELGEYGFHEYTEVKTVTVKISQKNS
RGS12 GoLoco inh: inhibitors of human Gai1-RGS12 GoLoco interaction (red fluorophore) | Gai1:RGS12 GoLoco peptide FP, rhodamine, 10 min | Potency, µM (top dose mostly 61.6 µM), for inactives: top-dose activity, negative = inhibition, actives largely listed as inhibitors | 230,000 tested, 0.44% active | AID 880; active means well fitted inhibition curve with a large enough effect, not every such curve was filed as active; inactive means no such curve, though single readings can be large or run the other way; further: on the % scale 0 is the no-effect control and ±100 the full control effect; nearly all actives have a fitted effect of over 30% in size; many of its hits are not listed in these tables
Target sequence (P63096 whole entry, looked up): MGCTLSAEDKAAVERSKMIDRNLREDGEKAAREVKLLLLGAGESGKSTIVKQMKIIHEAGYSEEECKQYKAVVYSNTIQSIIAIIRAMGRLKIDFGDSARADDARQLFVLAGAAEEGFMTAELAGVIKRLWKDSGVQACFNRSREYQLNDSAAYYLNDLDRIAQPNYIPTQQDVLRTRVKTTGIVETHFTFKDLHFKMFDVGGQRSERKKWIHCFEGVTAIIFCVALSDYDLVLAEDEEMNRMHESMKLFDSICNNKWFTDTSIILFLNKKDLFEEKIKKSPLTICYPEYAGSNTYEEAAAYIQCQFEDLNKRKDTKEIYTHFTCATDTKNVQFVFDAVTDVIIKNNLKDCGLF
GAA inh: blocks human lysosomal alpha-glucosidase; P10253; purified human GAA, 4-MU-alpha-glucoside fluorescence; Potency, µM (doses to about 76.9 µM), for inactives: at the top dose activity change, negative = inhibition, actives largely listed as inhibitors; 200,000 tested, 0.005% active;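 further: plate controls were uninhibited enzyme wells for no effect and no-enzyme background for full effect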
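Enzyme (4 nM final) mixed with compound (up to 77 uM), then 4-MU-alpha-D-pyranoside (400 uM final) added; 20 min at room temperature, pH 5.0. Reaction stopped at pH 10, fluorescence read, AC50 derived by Hill fit.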
GAA glycogen mod: GAA glycogen-cleavage inhibition or activation; Potency, µM (doses to about 76.4 µM), for inactives: at the highest dose activity change, negative = inhibition, hits mostly inhibitors; P10253; 300,000 tested, 0.38% active; AID 2100; recombinant GAA, glycogen substrate, Amplex Red glucose oxidase fluorescence;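 further: 0% = full enzyme reaction and -100% = no-enzyme basal signal; the screen sought inhibitors and activators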
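Recombinant human alpha-glucosidase (4 nM final) hydrolysed bovine liver glycogen (30 ug) for 40 min at 37 C in pH 5.0 citrate/phosphate with 0.01% Tween-20. Released glucose detected by glucose oxidase/Amplex Red, Ex 573/Em 610 nm. Compounds up to 77 uM; AC50 from Hill fits.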
GAA spleen mod: inhibits or activates alpha-glucosidase in human spleen homogenate; P10253; human spleen homogenate, 4-MU-alpha-glucoside fluorescence; Potency, µM (top dose mostly 79.9 µM), for the others: at the top dose activity change, negative = inhibition, actives largely listed as inhibitors; 240,000 tested, 0.006% active; AID 2112;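 further: 0% = enzyme with vehicle and -100% = no enzyme basal signal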
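Compounds were titrated against alpha-glucosidase in spleen homogenate at pH 5.0, with 1 mM 4-methylumbelliferyl substrate for 40 min at 37 C. Reactions were quenched with pH 10 NaOH/glycine and fluorescence measured.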
GLA spleen mod: inhibitors or activators of human alpha-galactosidase in spleen homogenate; P06280; human spleen homogenate, 4MU-alpha-Gal fluorescence, 40 min; Potency, µM (titrated, usually from 80 µM), for inactives: top-dose activity change, negative = inhibition, most hits filed as inhibitors; 240,000 tested, 0.008% active; AID 2107;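 further: 0% = enzyme with vehicle and -100% = no enzyme basal signal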
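Human spleen homogenate (1 ug) was the enzyme source, with 4-methylumbelliferyl-alpha-D-galactopyranoside (1 mM final) in pH 5.0 citrate buffer with 0.01% Tween-20. Compounds were titrated; after 40 min at 37C, NaOH/glycine stop, 4-MU fluorescence read; AC50 from Hill fits.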
SMN2 splice up: increases expression of the SMN2 splice variant; HEK293 SMN2-luciferase splicing reporter, luminescence, 30-36 h; Potency, µM (series often up to 46.1 µM), for inactives: at the highest dose activity change, positive = activation, hits mostly activators; 210,000 tested, 2.8% active; AID 1458; further: % of control where 0% means no effect; nearly all actives have a fitted effect of over 55% in size
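HEK293 cells carry an SMN2 […]–luciferase reporter in which exon 7 inclusion puts luciferase in frame. Cells were plated 10-12 h before compound addition, then incubated 30-36 h at 37C. ONE-Glo luminescence was read; sodium butyrate at 4.5 mM final served as control.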
JMJD2E inh: inhibitors of human JMJD2E histone demethylase; 230,000 tested, 1.6% active; B2RXH2; Potency, µM (highest dose often 57.1 µM), without a hit: at the highest dose activity change, negative = inhibition, most hits filed as inhibitors; JMJD2E catalytic domain, FDH-coupled NADH fluorescence (FDH is formaldehyde dehydrogenase); active means well fitted inhibition curve with a large enough effect, not every such curve was filed as active; inconclusive means small, poorly fitted or top-dose-only effect, or another doubt; inactive means no such curve, though single readings can be large or run the other way;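 further: 0% = wells with enzyme and -100% = buffer wells without enzyme; nearly all actives have a fitted effect of over 50% in size; many of its hits are not listed in these tables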
Starred values were filed as active, the others as inactive; ? = inconclusive; / = no result given; [ ] = another dose, or the depositor's remark. Unless noted, the call rests on the fitted dose curve; in most records, active means well fitted curve in the direction sought with a large enough effect; inconclusive means small, poorly fitted or top-dose-only effect, or another doubt; inactive means no such curve, though single readings can be large; an effect the other way counts as inactive or inconclusive. Potency means the concentration at half of the fitted maximal effect.

ALDH1A1 inh | RGS12 GoLoco inh | GAA inh | GAA glycogen mod | GAA spleen mod | GLA spleen mod | SMN2 splice up | JMJD2E inh | smiles
10% | -1% | 6% | -7% | 0% | -4% | -63%[inhibitor] | 1% | CN(C)c1cc[n+](CC(=O)c2ccc(Br)cc2)cc1
/ | -1% | / | 13% | 5% | 3% | / | ? | COc1ccc2c(c1)c(C(=O)CN1CCN(Cc3ccccc3)CC1)c(C)n2C
? | 4% | -8% | 5% | -1% | 4% | / | 9% | COCCCn1c(C)nnc1-c1cnn(-c2ccccc2)c1N
1% | 6% | -6% | 3% | -9% | -1% | 19% | 1% | CC(=O)NS(=O)(=O)c1ccc(NC(=O)CCC2CCCC2)cc1
-12% | -7% | -8% | -9% | 5% | -1% | -59%[inhibitor] | -3% | Cc1cc(C(=O)CSc2nc3ccccc3c(=O)n2C)c(C)n1Cc1ccc2c(c1)OCO2
? | 4% | 2% | -6% | / | 6% | 8% | 4% | O=C1NC2(CCCC2)C(=O)N1CCS(=O)(=O)Oc1ccccc1
4% | 0% | 8% | 12% | 6% | 4% | -10% | -4% | O=C1C2C3C=CC(C3)C2C(=O)N1c1ncn[nH]1 (configuration not stated)
20µM* | 2% | -5% | 2% | 5% | 4% | 22% | -1% | OC(c1ccccc1)C1CN(Cc2ccccc2)CCC1(O)c1ccccc1 (configuration not stated)
-3% | 12% | -4% | -1% | -5% | -8% | -12% | 4% | CN(CC(=O)NCCc1ccccc1)S(=O)(=O)c1ccc(Br)cc1
2% | 0% | ? | 0% | -4% | -5% | -3% | 0% | O=C(COc1ccc(Cl)cc1Cl)N1CCCCCC1
24% | 3% | -1% | 3% | 5% | 0% | / | -3% | Cc1cccc(C)c1NS(=O)(=O)c1ccc(OCCNS(C)(=O)=O)cc1
? | -2% | -6% | 3% | -9% | -6% | 19% | 5% | O=C1C2C3c4ccccc4C(c4ccccc43)C2C(=O)N1CN1CCOCC1 (configuration not stated)
12% | 4% | 4% | 11% | 8% | 7% | 23% | 1% | Cc1ccc(NC(=O)N2CCCC2c2cccs2)cc1 (configuration not stated)
7% | 5% | 5% | 0% | -3% | 1% | -33%[inhibitor] | 3% | COc1ccc(CCNC(=O)c2ccc(CN3CCC(Cc4ccccc4)CC3)cc2)cc1
? | 5% | 4% | 7% | -1% | 3% | -28% | 6% | N#Cc1cc2c(nc1SCc1cccnc1)CCCCC2
/ | -3% | / | -3% | 5% | -14% | / | 2% | Cc1oc(S(=O)(=O)N2CCOCC2)cc1C(=O)Nc1ccc(Cl)cc1
4% | 4% | 6% | -15% | 7% | -11% | -1% | 15% | CCCNC(=O)NC1CCCc2ccccc21 (configuration not stated)
-16% | 7% | 2% | -7% | 5% | -9% | 26% | ? | CCOc1ccc(N2C(=O)Nc3ccccc3C2(O)C(=O)N2CCN(c3ccccn3)CC2)cc1 (configuration not stated)
? | 9% | -3% | -6% | 0% | 2% | -28% | 1% | Cc1sc2ncnc(Sc3nc4ccccc4s3)c2c1C
-9% | -6% | 4% | -1% | -6% | -6% | -49%[inhibitor] | 0% | OCCNCCOc1ccc(Cl)c(Cl)c1
6% | 8% | / | / | 11% | 10% | / | 40%[activator] | S=C(S)O[C@@H]1C[C@@H]2C[C@H]1[C@@H]1CCC[C@H]21
? | 1% | -4% | 2% | 2% | 1% | 11% | -2% | CSc1nc2ccsc2c(=O)n1-c1ccccc1
-3% | 21% | 14% | 2% | 3% | 5% | / | 1% | C=CCc1cc2c(oc(=O)c3ccccc32)c(C)c1O
? | -17% | -1% | -1% | -7% | 1% | -71%[inhibitor] | -9% | CCN(CC)c1ccc(/C=N/NC(=O)c2c(Cl)cnn2C)c(O)c1
9% | -1% | 3% | 2% | -5% | 3% | ? | 0% | CCCNC(=O)CN(C)S(=O)(=O)c1c(C)cc(C)cc1C
-12% | 4% | -3% | 2% | -6% | -17% | 4% | -6% | CCCNC(=O)CN(C)CC(=O)Nc1ccccc1C#N
3% | -31% | -7% | -4% | 1% | 5% | -3% | 6% | Cc1cccc(C(=O)NCC(=O)OCC(=O)N2CC3(C)CC2CC(C)(C)C3)c1 (configuration not stated)
25µM* | 0% | -8% | -24% | 6% | 9% | / | -5% | CC(C)(C)c1cc[n+](-c2[nH]c(=O)sc2/C=N/NC([S-])=Nc2ccccc2)cc1
? | 9% | 11% | 9% | 3% | 2% | -6% | ? | COc1ccc(OC)c(C2CC(c3c(-c4ccccc4)c4cc(Cl)ccc4[nH]c3=O)=NN2S(C)(=O)=O)c1 (configuration not stated)
? | 12% | -5% | 0% | -3% | -21% | -17% | 4% | COc1ccc(CN2CC(C(=O)NCCN3CCN(c4ccccc4F)CC3)CC2=O)cc1 (configuration not stated)
-9% | 1% | / | -4% | 3% | 0% | / | -10% | CC(C)(C)OC(=O)N1CCN(C(=O)[C@H](Cc2ccc(O)cc2)n2cc(CCO)nn2)CC1
22µM* | -10% | / | / | -14% | 6% | -36%[inhibitor] | ? | COc1ccc2nc3c(c([Si](C)(C)C(C)(C)C)c2c1)Cn1c-3cccc1=O
4% | 4% | -23% | 0% | -6% | 2% | -6% | 2% | CC12CN3CC(C)(CN(C1)C3c1cc3ccccc3[nH]1)C2=O (configuration not stated)
? | 5% | 0% | 1% | 2% | 11% | 6% | 1% | O=C(COC(=O)C1CCC1)NCc1ccccc1Cl
1% | 1% | 1% | -6% | 4% | -7% | -9% | 8% | O=C(c1ccccc1[N+](=O)[O-])N1CCN(Cc2ccc3c(c2)OCO3)CC1
? | 2% | 3% | -3% | -1% | 0% | -18% | ? | Cc1ccc(-c2cc3ccccc3nc2N2CCOCC2)cc1
3% | 9% | 1% | 6% | 0% | -3% | 11% | 8% | COc1ccc(C(C)=O)cc1CS(=O)(=O)CC(=O)O
? | 6% | -1% | -1% | -3% | -3% | -23% | -18% | O=C(COc1ccc(Cl)cc1Cl)Nc1ccc2nc3n(c(=O)c2c1)CCCC3
7% | 4% | 7% | 26% | -2% | -3% | -3% | -2% | O=C(c1ccc([N+](=O)[O-])cc1)N1C=CC(C(F)(F)F)=NCC1
11µM* | 55%[activator] | -6% | -11% | -5% | -9% | -23% | -5% | Clc1ccc2nc(SCc3nnc(-c4ccccc4)o3)[nH]c2c1
-10% | 3% | / | / | 3% | 4% | -49%[inhibitor] | -7% | CCCC[C@@H]1C[C@H]1C(NC(=O)c1cccs1)c1ccccc1C(F)(F)F (some centres not stated)
2% | 4% | -6% | 0% | 6% | 0% | -25% | 5% | CCC1(C)Cc2c(sc3nnn(CC(=O)Nc4ccccc4)c(=O)c23)CO1 (configuration not stated)
0% | 0% | -4% | -25% | -4% | 7% | -13% | -23% | CCOc1cc(NC(=S)NCC2CCCO2)c(OCC)cc1NC(=O)c1ccc(OC)cc1 (configuration not stated)
? | 1% | 7% | 0% | -4% | 9% | -15% | ? | CCc1ccc(Nc2ncc3c(n2)CC(c2ccc(OC)cc2)CC3=O)cc1 (configuration not stated)
? | 19% | / | / | -14% | -14% | / | / | COc1cccc(Cn2c(=O)c(-c3cc(F)cc(F)c3)nc3cnc(N(C)C)nc32)c1
-14% | -24% | -3% | -5% | 5% | 10% | -20% | 4% | O=S1(=O)CCN(Cc2ccc(Cl)cc2)CC1
? | 2% | -7% | -7% | 5% | 6% | 13µM* | 6% | COc1ccc(C(=O)NC(=S)Nc2ccccc2F)cc1
-4% | 18% | / | ? | 2% | 0% | / | 12% | CCOc1cc(C(=O)Nc2ccncc2)cc(OCC)c1OCC
? | 1% | -4% | 3% | 4% | 9% | -11% | -133% | COc1ccccc1-c1nnc(N(C)C(=O)C2CCCO2)s1 (configuration not stated)
14µM* | 5% | -4% | 2% | -4% | 2% | 7% | 1% | COc1cc(/C=C/C(=O)N2CCCc3ccccc32)cc(OC)c1OC

Additional results follow:
ALDH1A1 inh | RGS12 GoLoco inh | GAA inh | GAA glycogen mod | GAA spleen mod | GLA spleen mod | SMN2 splice up | JMJD2E inh | smiles
5% | 3% | 0% | 0% | -7% | -5% | 26% | ? | CCCOC(=O)C1=C(C)NC2=C(C(=O)CCC2)C1c1cc(OC)ccc1OC (configuration not stated)
-4% | -7% | -3% | -3% | 4% | 2% | 4% | 0% | CCC(C(=O)NC1CCCC1)N(C(=O)Cn1nnc(-c2ccc(C)o2)n1)c1cnc2ccccc2c1 (configuration not stated)
? | -16% | -3% | -23% | 2% | 7% | 2.2µM* | 2% | Cc1ccc(NCc2nc3ccccc3n2C)cc1
4% | 0% | 1% | 2% | 4% | 6% | 7% | ? | COc1cc(/C=C(\C#N)C(=O)Nc2cccc3ncccc23)cc(OC)c1OC
16% | 3% | -4% | 7% | -2% | 4% | 21% | -1% | COC(=O)c1ccc(NS(=O)(=O)N(C)C)cc1
13% | 57%[activator] | -2% | 3% | 2% | -7% | -6% | -7% | CC(=O)c1ccc(N(C(=O)Cn2nnc(-c3ccccc3)n2)C(C(=O)NC2CCCCC2)c2ccccn2)cc1 (configuration not stated)
? | -2% | -11% | -19% | -4% | -13% | -17% | -10% | O=C(CN1CCc2ccccc21)NC(=O)NCc1ccco1
-3% | 10% | 11% | -14% | 0% | 1% | / | -15% | Cc1nonc1C(=O)N/N=C/c1cc2c(cc1Br)OCO2
-13% | -2% | 2% | ? | / | -3% | -14% | 0% | CCOC(=O)c1csc(NC(=O)CCSc2ccccc2)n1
-3% | 5% | -12% | -14% | 2% | 1% | 7% | 4% | O=C(/C=C/c1ccccc1[N+](=O)[O-])N1CCN(c2ccccc2F)CC1

SMN2 splice up, hit marks shown above.
ALDH1A1 inh | RGS12 GoLoco inh | GAA inh | GAA glycogen mod | GAA spleen mod | GLA spleen mod | SMN2 splice up | JMJD2E inh | smiles
? | 2% | -7% | -7% | 5% | 6% | 13µM* | 6% | COc1ccc(C(=O)NC(=S)Nc2ccccc2F)cc1
? | -16% | -3% | -23% | 2% | 7% | 2.2µM* | 2% | Cc1ccc(NCc2nc3ccccc3n2C)cc1

This is a subset; count on the stated rates, not on these rows.
